Screening results (PubChem BioAssay)
Giardia killer = Small Molecules that selectively kill Giardia lamblia: qHTS | Giardia lamblia trophozoite viability | activity change, % at 7.66 µM, hits read low | 0.15% of 340,000 active | AID 540267, 2011; in the data active means activity change below about -80%; inconclusive means between about -30% and that limit;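 further: parasites exposed to compound for two days anaerobically before the ATP read; on the % scale 0 is the no-effect control and ±100 the full control effect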
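Trophozoites 100 cells/well + cpd; 48 hrs, 37 deg C, anaerobic. ATPLite 1-Step added, 15-30 min RT, luminescence read (ATP-based viability).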
hERG WT inh = qHTS for Inhibitors of KCHN2 3.1: Wildtype qHTS | U2OS, BacMam KCNH2, thallium flux FluxOr; active compounds read low | activity change, % at 1.84 µM | 0.37% of 340,000 active;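 active means maximum activity change below -70%; inconclusive means maximum activity change between -70% and -50%; inactive means maximum activity change above -50%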; further: on the % scale 0 is the no-effect control and ±100 the full control effect
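U2OS cells were transduced with wild-type KCNH2 virus (2.03 x 10^8 / mL) for 4 h at room temperature, then cultured overnight at 37 C. Thallium flux was read with FluxOr dye. Rate constants were normalized to DMSO controls.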
Tb PFK inh = qHTS Assay to Find Inhibitors of T. brucei phosphofructokinase. 0.17% of 330,000 active. AID 485367, 2010. ATP-dependent 6-phosphofructokinase (Trypanosoma brucei brucei), O15648. T. brucei PFK, ADP-Glo luminescence. Potency, µM (highest dose often 57.5 µM), without a hit: at the top dose activity, negative = inhibition, usual class: inhibitors;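 further: potency means the concentration at half of the fitted maximal effect; 0% = uninhibited 1x PFK enzyme wells and -100% = no-enzyme wells; nearly all actives have a fitted effect of over 60% in size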
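PFK 1.25 nM, F6P 0.5 mM, ATP 0.1 mM, 0.1 M TEA pH 8.0, 5 mM MgCl2, 0.01% Tween20, 0.1% BSA; 45 min RT. ADP-Glo readout. qHTS titration up to 57 uM; curves fitted, compounds curve-classed.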
AT treatment = qHTS Assay for Identifying a Potential Treatment of Ataxia-Telangiectasia | […] A-T fibroblasts, KAP-1 phosphorylation AlphaLISA; neocarzinostatin DNA damage 30 min before lysis | Potency, µM (doses to about 57.5 µM), inactives show at the top dose activation, usual class: activators | 0.19% of 320,000 active | AID 485349, 2010; further: potency means the concentration at half of the fitted maximal effect; % of control where 0% means no effect; nearly all actives have a fitted effect of over 45% in size
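ATM-like activity read as KAP-1 phosphorylation via AlphaLISA donor/acceptor antibody pairs after lysis and 6 hr at 25C. Cells were ATM-null patient fibroblasts ([…], hTERT), dosed 60 min, then exposed to the DSB inducer NCS for 30 min.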
TCR activator = Activators of T cell receptors: qHTS campaign. primary human leukocytes, anti-CD3, IL-2 HTRF, 48 h. Potency, µM (doses to about 9.22 µM), inactives show at the highest dose activation of IL-2 secretion, hits mostly activators. 330,000 tested, under 10 active. AID 504894, 2011; further: % of control where 0% means no effect
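TCR engagement came from a-CD3 beads alone, with compounds added to primary human leukocytes for 48 hr. Secreted IL-2 bridged europium cryptate- and d2-labelled anti-IL-2 antibodies, giving FRET emission at 665nm after 320nm excitation.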
Chronic BCR inh = qHTS Assay to Find Inhibitors of Chronic Active B-Cell Receptor Signaling | 0.05% of 340,000 active | Potency, µM (highest dose often 46.1 µM), without a hit: at the highest dose ratio change, negative = lower green/red ratio, usual class: inhibitors | AID 493014, 2011 | ABC-DLBCL IkBa-CBG/CBR reporter, luminescence ratio, 4 h; active means well fitted inhibition curve with a large enough effect in the signal ratio, with a control signal flat, not every such curve was filed as active; inconclusive means small, poorly fitted or top-dose-only effect, or effect the other way, or a change in a side signal; the % refers to the signal ratio;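 further: potency means the concentration at half of the fitted maximal effect; plate controls were basal doxycycline-induced cells for no effect and cells given 10 µM MG132 for full effect; MG132 reads +100%, hits lower the ratio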
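Cell line TMD8 (human ABC DLBCL), stably expressing tet-inducible CBG68-IkBa fusion and CBR; IMDM/0.5% FBS; cpd up to 46 uM; dox induction, 4 h, 37C/5% CO2; dual luminescence; green/red ratio; MG132 control.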
TSHR antag = Antagonists of the Thyroid Stimulating Hormone Receptor: HTS campaign; TSHR-expressing cells, TSH-stimulated cAMP HTRF, 2 h; active compounds read low; 0.2% of 330,000 active; activity change, negative = inhibition, % at 11.5 µM;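 active means activity change below a set negative limit, meaning inhibition stronger than a set level, cut at about -70% in these data; inconclusive means activity change between two set negative limits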; further: on the % scale 0 is the no-effect control and ±100 the full control effect
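Competitive HTRF cAMP read-out (cryptate anti-cAMP antibody, cAMP-d2; 30 min, room temperature) in freshly harvested TSHR cells. Compounds added before TSH at EC80 (4nM final), followed by 2 hours' incubation at 37 deg C.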
MLL CXXC-DNA inh = qHTS Fluorescence Polarization Assay for Inhibitors of MLL CXXC domain - DNA interaction; Potency, µM (top dose mostly 115 µM), for inactives: at the top dose activity change, negative = inhibition, hits mostly inhibitors; Histone-lysine N-methyltransferase 2A (Homo sapiens), Q03164; MLL-CXXC / FITC-HOXA9 DNA fluorescence polarization; AID 2662, 2010; 0.037% of 290,000 active; active means well fitted inhibition curve with a large enough effect in the polarisation, with a control signal flat, not every such curve was filed as active; inconclusive means small, poorly fitted or top-dose-only effect, or effect the other way, or a change in a side signal; inactive means no such curve, though single readings can be large or run the other way; the % refers to the polarisation; further: potency means the concentration at half of the fitted maximal effect
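Fluorescence polarization: 7 uM MLL-CXXC (stock) preincubated 5 min with compounds, then 50 nM fluorescein-HOX-A9 DNA (stock) added; 30 min ambient. Buffer 50 mM Tris-HCl pH 7.5, 50 mM NaCl, 1 mM DTT, 0.05% BSA.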
Coupling enz = qHTS Assay for Inhibitors of Fructose-1,6-bisphosphate Aldolase from Giardia Lamblia: Coupling assay counterscreen | coupling enzyme system counterscreen, AmpLite Red fluorescence | activity change, negative = inhibition, % at 58.2 µM, hits read low | 0.67% of 290,000 active; in the data active means activity change below about -30%; further: on the % scale 0 is the no-effect control and ±100 the full control effect
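Activity here indicates interference with the coupling reaction, not aldolase inhibition. Compounds at 57.5 uM final met coupling enzymes for 10 min at RT; substrate and AmpLite Red detection followed, with a 525/598 nm fluorescence read after 20 min.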
GALK inh = qHTS Assay for Inhibitors of Human Galactokinase (GALK) | Purified GALK, Kinase-Glo residual ATP luminescence | 0.007% of 270,000 active | AID 1868, 2009 | Potency, µM (doses to about 57.5 µM), inactives show top-dose activity change, negative = inhibition, actives largely listed as inhibitors; further: potency means the concentration at half of the fitted maximal effect; on the % scale 0 is the no-effect control and ±100 the full control effect
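Luminescence from leftover ATP (Ultra-Glo luciferase/luciferin) served as read-out after a 1 h room-temperature reaction of 5 nM GALK with 35 uM ATP and 100 uM galactose.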
The depositor's hits bear a star; ? = inconclusive; . = not tested or not shown; & = joins results of further samples; [ ] = dose if it differs, or a comment. Unless noted, the call rests on the fitted dose curve; in most records, active means well fitted curve in the direction sought with a large enough effect; inconclusive means small, poorly fitted or top-dose-only effect, or another doubt; inactive means no such curve, though single readings can be large; an effect the other way counts as inactive or inconclusive.

SMILES	Giardia killer	hERG WT inh	Tb PFK inh	AT treatment	TCR activator	Chronic BCR inh	TSHR antag	MLL CXXC-DNA inh	Coupling enz	GALK inh
Cc1ccc(NC(=O)Cn2c(O)c(N=NC(=O)c3ccncc3)c3ccccc32)cc1	2	7	2%	-4%	2%	?	14	14%	3	-1%
COc1ccccc1NC(=O)CC12CC3CC(CC(Br)(C3)C1)C2	-11	-5	3%	-6%	12%	1%	12	45%[activator]	-5	-2%
Cc1ccc(C(=O)OCC(=O)N2CCC(Cc3ccccc3)CC2)cc1N	23	-2	1%	6%	4%	-2%	-9	-4%	0	8%
COC(=O)CN1C(=O)C(C)(C)Oc2ccc(C(=O)Nc3ccccc3F)cc21	28	-6	1%	1%	1%	11%	-13	1%	2	1%
COc1cc(/C=N/N=C(/N)c2nonc2N)cc(Br)c1OCc1cccc(C)c1	-2	-2	1%	0%	4%	?	-31	16%	-4	-4%
COC(=O)c1oc2c(c1C)C(=O)CCC2	-7	-3	2%	-4%	-2%	9%	-3	8%	1	0%
Cc1ccc(CC2C(=O)N(c3ccccc3)C(=O)C2C)cc1 (configuration not stated)	9	0	-3%	6%	.	2%	-1	27%	5	.
COc1cc(OC)c2ccc(=O)oc2c1C(CCN1CCN(c2ccccc2)CC1)c1ccc(N(C)C)cc1 (configuration not stated)	5&-8	-8	6%	-5%	-5%	5%	-7	13%	-2&-6	0%
C=Cc1ccc(CN2CCCN(Cc3ccc(Cl)cc3)S2(=O)=O)cc1	-27	4	0%	13%	2%	-8%	-5	18%	2	0%
COc1ccc2[nH]c(C(=O)NCc3ccccc3)cc2c1	-20	-5	-21%	-5%	3%	4%	3	0%	-3	2%
CC1CCN(S(=O)(=O)N2CCC(C(=O)NC3CCCC3)CC2)CC1	-6	-8	-3%	0%	3%	-10%	2	-3%	3	-3%
COc1ccc(NC(=O)c2c(-c3c(Cl)cccc3Cl)noc2C)c(OC)c1	6	5	-9%	2%	-3%	7%	-13	-3%	3	7%
O=C(CNC(=O)c1ccccc1F)N/N=C/c1ccc2c(c1)OCO2	-2	0	-2%	0%	4%	?	14	11%	2	1%
COC(=O)C12CC3CC(C1)CC(n1cnc(Cl)n1)(C3)C2	-11	4	3%	2%	0%[46.1 µM]	2%	-2	0%	-1	-2%
CCCCN(C)C(=S)Nc1ccc(Oc2ccccc2)cc1	16	4	2%	-2%	-5%[46.1 µM]	11%	-11	7%	0	-1%
COc1ccc(OC)c(NC(=O)c2oc3ccccc3c2NC(=O)C2CC2)c1	-19	-7	2%	2%	0%	0%	-19	6%	-3	0%
COc1ccc(/C=N/NC(=O)CSc2ccccn2)cc1OC	29	0	-7%	-5%	8%	1%	1	-2%	2	3%
O=C(NCCc1ccccc1)c1cc([N+](=O)[O-])ccc1N1CCOCC1	-18	4	0%	10%	-5%	4%	2	.	.	.
Nc1cc(Cl)ccc1N1C(=O)CCC1=O	-12	3	0%	-2%	2%	-6%	-5	?	1	2%
Cc1ccc(S(=O)(=O)NCCNC(=O)c2cc(OCC(F)(F)F)ccc2OCC(F)(F)F)cc1	2	7	3%	4%	.	?	-5	0%	0	1%
Cc1cnn(C(=S)NCC2CCCO2)c1 (configuration not stated)	-3	-18	-2%	2%	-2%	0%	-13	-4%	0	-4%
CCOC(=O)C1=C(O)/C(=C/c2ccc(OCC(=O)Nc3ccc(C)cc3)cc2)N=C1C	8	-4	10%	2%	7%	6%	5	4%	.	-6%
CN(C)S(=O)(=O)c1cccc(C(=O)NCc2ccco2)c1	19	10	-7%	2%	-7%	1%	2	13%	-1	0%
CCCn1nnc(NC(=O)c2ccco2)n1	15	2	0%	1%	-5%	-2%	-8	5%	0	-3%
CCOC(=O)CC(=O)CSc1nc2nc(C)cc(C)n2n1	-4	-21	-1%	1%	.	12%	3	-1%	0	0%

An excerpt from above in order of molar mass, descending.
SMILES	Giardia killer	hERG WT inh	Tb PFK inh	AT treatment	TCR activator	Chronic BCR inh	TSHR antag	MLL CXXC-DNA inh	Coupling enz	GALK inh
Cc1ccc(S(=O)(=O)NCCNC(=O)c2cc(OCC(F)(F)F)ccc2OCC(F)(F)F)cc1	2	7	3%	4%	.	?	-5	0%	0	1%
O=C(CNC(=O)c1ccccc1F)N/N=C/c1ccc2c(c1)OCO2	-2	0	-2%	0%	4%	?	14	11%	2	1%
CCOC(=O)CC(=O)CSc1nc2nc(C)cc(C)n2n1	-4	-21	-1%	1%	.	12%	3	-1%	0	0%
COC(=O)C12CC3CC(C1)CC(n1cnc(Cl)n1)(C3)C2	-11	4	3%	2%	0%[46.1 µM]	2%	-2	0%	-1	-2%
CCCn1nnc(NC(=O)c2ccco2)n1	15	2	0%	1%	-5%	-2%	-8	5%	0	-3%

Rewritten as a markdown table: entries from further up.
| SMILES | Giardia killer | hERG WT inh | Tb PFK inh | AT treatment | TCR activator | Chronic BCR inh | TSHR antag | MLL CXXC-DNA inh | Coupling enz | GALK inh |
| --- | --- | --- | --- | --- | --- | --- | --- | --- | --- | --- |
| CC1CCN(S(=O)(=O)N2CCC(C(=O)NC3CCCC3)CC2)CC1 | -6 | -8 | -3% | 0% | 3% | -10% | 2 | -3% | 3 | -3% |
| CCOC(=O)CC(=O)CSc1nc2nc(C)cc(C)n2n1 | -4 | -21 | -1% | 1% | . | 12% | 3 | -1% | 0 | 0% |
| COc1ccc(OC)c(NC(=O)c2oc3ccccc3c2NC(=O)C2CC2)c1 | -19 | -7 | 2% | 2% | 0% | 0% | -19 | 6% | -3 | 0% |

The listing continues:
SMILES	Giardia killer	hERG WT inh	Tb PFK inh	AT treatment	TCR activator	Chronic BCR inh	TSHR antag	MLL CXXC-DNA inh	Coupling enz	GALK inh
CCOc1cc(/C=C2\SC(=Nc3ccccc3)N(c3ccccc3)C2=O)ccc1OCC(=O)O	0	-3	0%	0%	-2%[46.1 µM]	-11%	-16	11%	7	.
N[C@@H](Cc1ccccc1)c1nnc(SCc2ccccc2F)o1	-6	-12	2%	15%	-1%	?	-4	-5%	2	12%
CCCn1c(SCC(=O)NCC2CCCO2)nc2c1c(=O)n(C)c(=O)n2C (configuration not stated)	10	7	-3%	3%	3%	5%	-6	2%	2	-1%
CNC(=O)CSc1nc2cccnc2n1-c1ccc(F)cc1	27	25	2%	7%	-2%	1%	-32	17%	5	-2%
O=C(Cc1ccc(Br)cc1)Nc1cccc(Cl)c1	-5	1	-26%	4%	-4%	?	-1	13%	1	-1%
O=C(COC(=O)C12CC3CC(CC(C3)C1)C2)Nc1ncc(Cl)cc1Cl	-9	15	-3%	-4%	-8%	?	-8	11%	3	1%
CCOC(=O)C1CCN(C(=O)CCS(=O)(=O)c2ccc3c(c2)CCN3C(C)=O)CC1	11	1	-12%	.	.	-2%	2	-2%	6	3%
O=C(NCc1ccco1)[C@@H]1CSC2c3ccccc3C(=O)N21 (some centres not stated)	-12	-2	-8%	4%	1%	-3%	-9	-14%	2	1%
CCSc1nc2sc3c(c2c(=O)n1CC)CCC3	8	5	-16%	?	.	?	3	8%	6	-3%
S=C(NCc1ccccc1)Nc1cccc2ccccc12	3	-1	4%	-6%	0%	-12%	9	-5%	-4	1%
O=C(NC(=S)NCc1ccccc1)c1cccc([N+](=O)[O-])c1	-1	-13	-3%	5%	8%	0%	12	1%	0	-1%
Cc1ccc(C)c(Cn2nnc3c(=O)[nH]c(C4CCCN(C(=O)c5cccs5)C4)nc32)c1 (configuration not stated)	-4	0	0%	4%	-5%	2%	-4	-1%	1	4%
O=C(NCCc1ccccc1F)C1CCCN(c2nc3ccccc3s2)C1 (configuration not stated)	-8	5	0%	6%	3%	6%	-6	-8%	4	15%
Nc1nc(SCC(=O)Nc2ccc(Br)cc2F)n[nH]1	5	-3	-6%	-1%	1%	-1%	-1	3%	2	-2%
Cc1ccc(C(C(=O)NC2CCCCC2)N(CC2CCCO2)C(=O)CNC(=O)c2cccs2)cc1 (configuration not stated)	1	-5	2%	2%	-1%	0%	-2	4%	1	5%
